# TDP43 rescue: inhibitors of TDP-43 toxicity in yeast | TDP-43 expressing yeast growth rescue, BacTiter-Glo, 24 h | Potency, µM (titrated, usually from 46.1 µM), for the others: at the highest dose growth rescue (activation), actives largely listed as activators | 1.8% of 410,000 active | AID 652104; also: potency is read from the fitted curve at half-maximal effect; % of control where 0% means no effect; nearly all actives have a fitted effect of over 50% in size
#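 Cell-based yeast growth screen: TDP-43 expression induced in galactose, inoculum OD600=0.02 after raffinose pregrowth to mid-log. Read-out BacTiter-Glo luminescence at 24 hr, 30 deg C; inhibition of toxicity seen as signal increase.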
# Akt phos inh: Akt phosphorylation inhibition. activity change, % for hits at 50 µM. 0.32% of 360,000 active. Neuro2A IGF-stimulated pAkt S473 HTRF, 20 min; hits give low values; in the data active = activity change below about -80%; inconclusive = mostly about -51% to -80%; also: % is scaled to controls: 0 for no effect and ±100 for the full control effect
#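 Single-point screen (50 µM final compound) in Neuro2A cells stimulated 20 min with 6 nM IGF at 37 deg C. After lysis, Ser473-phosphorylated Akt read by HTRF (ex 330 nm, em 615/665 nm) as the 665/615 ratio.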
# FUS yeast rescue: suppressors of FUS proteinopathy in yeast; S. cerevisiae FUS-expressing, growth rescue, OD600, 24 h; Potency, µM (titrated, usually from 76.6 µM), for inactives: at the highest dose growth rescue (activation), hits mostly activators; 0.24% of 390,000 active; AID 1347120;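 also: potency is read from the fitted curve at half-maximal effect; plate controls were DMSO vehicle for no effect and reference control for full effect; nearly all actives have a fitted effect of over 55% in size; some results filed as inactive show a strong effect at the top dose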
#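 Cultures pregrown in 2.5% raffinose medium are shifted to minimal medium containing 2% galactose to express toxic FUS. Compounds are tested at several concentrations. After 24hr at 30C, growth is quantified at 600 nm absorbance.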
# GLP1R inv ag: GLP-1 receptor (human) inverse agonism. 1.6% of 410,000 active. HEK293 GLP-1R CRE-luciferase, luminescence, 24 h; GLP-1R form is constitutively active. Potency, µM (series often up to 38.3 µM), for inactives: top-dose activity change, negative = inhibition, usual class: inhibitors; also: potency is read from the fitted curve at half-maximal effect; % is scaled to controls: 0 for no effect and ±100 for the full control effect; nearly all actives have a fitted effect of over 55% in size
# Target sequence (P43220 whole entry, looked up): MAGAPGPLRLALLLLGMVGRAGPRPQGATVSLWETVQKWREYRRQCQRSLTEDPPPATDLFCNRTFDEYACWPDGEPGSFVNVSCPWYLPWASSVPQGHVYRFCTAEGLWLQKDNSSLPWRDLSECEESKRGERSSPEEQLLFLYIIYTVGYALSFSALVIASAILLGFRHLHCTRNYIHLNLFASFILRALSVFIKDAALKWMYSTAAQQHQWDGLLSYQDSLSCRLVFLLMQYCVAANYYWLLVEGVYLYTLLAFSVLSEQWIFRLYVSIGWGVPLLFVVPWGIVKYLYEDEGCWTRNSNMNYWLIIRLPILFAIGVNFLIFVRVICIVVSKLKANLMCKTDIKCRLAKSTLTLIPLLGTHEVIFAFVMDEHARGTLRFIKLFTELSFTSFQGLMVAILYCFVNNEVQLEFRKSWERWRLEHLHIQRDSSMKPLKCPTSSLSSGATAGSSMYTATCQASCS
#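 qHTS in 1536-well format: reporter HEK293 cells expressing constitutive GLP-1R activity in DMEM + 10% Nu serum, 24 hr with compounds at 37 deg C, luminescence read after 12 min with detection reagent.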
# Abeta rescue: restores growth of yeast expressing A-beta42 peptide; yeast expressing A-beta42, growth rescue, OD600, 48 h; response scale: 0% DMSO, 100% iron-clioquinol control; Potency, µM (top dose mostly 46.1 µM), inactives show at the highest dose growth rescue, actives largely listed as activators; 0.063% of 410,000 active; also: potency is read from the fitted curve at half-maximal effect; nearly all actives have a fitted effect of over 55% in size
#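 Yeast growth medium received pinned compounds, then yeast cells expressing toxic A-beta were added; plates incubated at 30 C for 48 hr. Growth read as absorbance at 600 nm, normalized to DMSO and equimolar FeCl3 plus clioquinol controls.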
# MmCpn inh: inhibitors of Methanococcus maripaludis chaperonin (MmCpn); purified Mm-Cpn ATPase, ADP Transcreener TR-FRET; Potency, µM (highest dose often 76.9 µM), for the others: at the top dose activity, negative = inhibition, usual class: inhibitors; 0.031% of 330,000 active; AID 504842; also: potency is read from the fitted curve at half-maximal effect; % is scaled to controls: 0 for no effect and ±100 for the full control effect; nearly all actives have a fitted effect of over 80% in size
#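 Quantitative HTS used 25 nM Mm-CPN and 10 uM ATP in magnesium/KCl Tris buffer, pH 7.4, with 1 mM DTT. Hydrolysis ran 30 min at 37°C; ADP was read by HTRF.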
# aSyn yeast inh: inhibitors of alpha-synuclein toxicity in yeast; Yeast expressing alpha-synuclein, growth rescue, BacTiter-Glo, 24 h; Potency, µM (titrated, usually from 46.1 µM), for inactives: top-dose growth rescue (activation), most hits filed as activators; 0.14% of 370,000 active; also: potency is read from the fitted curve at half-maximal effect; % of control where 0% means no effect; nearly all actives have a fitted effect of over 65% in size
#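 Rescue of yeast growth: cells expressing toxic alpha-synuclein, induced in galactose at OD600 0.02, incubated with compound 24 h at 30 C. ATP luminescence quantified growth; inhibitors of toxicity appear as activators.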
# PTHR1 ag: PTHR1 (human) receptor agonism; Potency, µM (series often up to 115 µM), for the others: at the top dose activation, actives largely listed as activators; 0.075% of 410,000 active; Q03431; AID 743266; HEK293 GP2 PTHR1 cells, GloSensor cAMP luminescence, 1 h; also: potency is read from the fitted curve at half-maximal effect; nearly all actives have a fitted effect of over 55% in size; some results filed as inactive show a strong effect at the top dose; inactives centre near -15; many of its hits are not listed in these tables
# Target sequence (Q03431 whole entry, looked up): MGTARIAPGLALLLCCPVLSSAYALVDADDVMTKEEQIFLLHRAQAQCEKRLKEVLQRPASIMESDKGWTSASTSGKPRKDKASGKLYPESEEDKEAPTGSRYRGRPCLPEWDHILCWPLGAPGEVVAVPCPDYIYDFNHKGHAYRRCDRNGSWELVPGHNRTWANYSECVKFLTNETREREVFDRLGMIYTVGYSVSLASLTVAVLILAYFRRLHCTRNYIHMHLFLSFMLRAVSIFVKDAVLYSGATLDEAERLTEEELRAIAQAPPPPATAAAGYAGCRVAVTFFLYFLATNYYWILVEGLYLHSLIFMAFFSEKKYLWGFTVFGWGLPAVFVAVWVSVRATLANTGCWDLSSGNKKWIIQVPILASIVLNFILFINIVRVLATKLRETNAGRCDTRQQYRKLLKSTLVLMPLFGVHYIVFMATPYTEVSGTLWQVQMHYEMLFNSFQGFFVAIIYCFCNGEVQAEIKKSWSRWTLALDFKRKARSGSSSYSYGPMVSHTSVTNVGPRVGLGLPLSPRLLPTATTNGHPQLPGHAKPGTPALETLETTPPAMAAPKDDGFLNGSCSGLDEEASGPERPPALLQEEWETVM
#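 HEK-293-derived GP2 cells expressing PTHR1 and a GloSensor cAMP reporter, 3,000/well, plated overnight, given luciferin plus IBMX (each 0.5 mM as added) for 1 h at 37 °C, then compound for 1 h at 37 °C. Luminescence was read after 15 min at room temperature.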
# GLP1R cytotox: cytotoxicity counter-screen for GLP-1 receptor inverse agonists. HEK293 cAMP-luciferase reporter cells, luminescence, 24 h. Potency, µM (titrated, usually from 38.3 µM), for the others: top-dose activity change, negative = inhibition, hits mostly inhibitors. 0.13% of 410,000 active. AID 624418;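 also: loss of luciferase light is scored as toxicity; potency is read from the fitted curve at half-maximal effect; % is scaled to controls: 0 for no effect and ±100 for the full control effect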
#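 Quantitative HTS format, 1536 wells, 200 cells/uL seeded. Compounds: 23 nL, 24 h, 37 °C. Detection: luciferase reagent, luminescence at 12 min RT; decreased signal taken as cytotoxic.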
# * = called active by the depositor; i = inactive; ? = inconclusive; · = not tested or not shown; [ ] = another dose, or the depositor's remark. Unless noted, calls follow the shape of the dose curve; as a rule, active = well fitted curve in the direction sought with a large enough effect; inconclusive = small, poorly fitted or top-dose-only effect, or another doubt; inactive = no such curve, though single readings can be large; an effect the other way counts as inactive or inconclusive. The list is partial (hit frequency here may not be typical).
# Values in the order – PTHR1 ag	FUS yeast rescue	GLP1R inv ag	TDP43 rescue	Akt phos inh	MmCpn inh	aSyn yeast inh	Abeta rescue	GLP1R cytotox
> N#Cc1nc(COc2ccc(Br)cc2)oc1N1CCCCCC1
→ -45%[inhibitor]	5%	?	0%	i	0%	12%	6%	0%
> CCOC(=O)Cc1csc(NC(=O)c2csc3c2CCCC3)n1
→ -16%	11%	-5%	11%	i	-11%	1%	-2%	-9%
> O=C(CC(c1ccccc1)c1ccccc1)NCC1CCCO1 (configuration not stated)
→ -3%[57.5 µM]	1%	-9%	-8%	i	0%	6%	3%	0%
> CCn1cc(Br)c(C(=O)Nc2sc3c(c2C(N)=O)CCCC3)n1
→ i	16%	34%[activator]	14%	i	-9%	4%	-3%	-5%
> COc1ccccc1NC(=O)C(C)N1C(=O)c2ccccc2C1=O (configuration not stated)
→ -23%	-19%	3%	18%	i	1%	1%	2%	2%
> O=C(NC12CC3CC(CC(C3)C1)C2)c1cc(F)c(F)c(F)c1F
→ -6%	10%	?	-10%	i	2%	0%	-18%	-1%
> CN1CCN(c2ncnc3c2ncn3[C@H]2CN(Cc3ccc(-c4ccccc4)cc3)C[C@@H](CO)O2)CC1
→ -8%	12%	?	19%	i	·	8%	-11%	?
> Cc1cc(C=O)c(C)n1-c1ccc(N2CCCCC2)c([N+](=O)[O-])c1
→ -50%[inhibitor][57.5 µM]	29%	?	18µM*	i	-3%	-6%	-36%[inhibitor]	-20%
> O=C(Cc1cccs1)N[C@@H]1c2ccccc2CC[C@H]1OCc1ccccc1
→ -22%	-8%	-29%	5%	i	1%	1%	-2%	0%
> Cc1cc(-c2ccc(C)c(S(=O)(=O)NCCc3ccccc3)c2)on1
→ -27%	33%	-15%	?	·	·	·	5%	2%
> CC1(C)C(=O)C2(CCCCC2)C(=O)OC1c1cccs1 (configuration not stated)
→ 3%[57.5 µM]	14%	?	0%	i	1%	7%	-1%	7%
> COC(=O)C1C(=O)C2=C(CC1C)NC(C)=C(C(=O)OC(C)C)C2c1ccc(C)o1 (configuration not stated)
→ i	27%	-5%	-15%	i	-1%	0%	5%	2%
> Cc1onc(-c2ccccc2)c1C(=O)N/N=C/c1c(F)cccc1Cl
→ -46%[inhibitor]	-9%	-25%	3%	i	0%	-1%	2%	6%
> CCOC(=O)C1=C(O)CSC1=Nc1ccc(Cl)cc1
→ -15%	?	4%	?	·	0%	·	-14%	9%
> Cc1cc(C)c(NS(=O)(=O)c2ccc3c(c2)CC(C)N3C(=O)C2CCC2)c(C)c1 (configuration not stated)
→ -15%	?	?	11µM*	·	·	·	2%	-13%

# Next section, starting with the last five of the part before.
# Values in the order – PTHR1 ag	FUS yeast rescue	GLP1R inv ag	TDP43 rescue	Akt phos inh	MmCpn inh	aSyn yeast inh	Abeta rescue	GLP1R cytotox
> CC1(C)C(=O)C2(CCCCC2)C(=O)OC1c1cccs1 (configuration not stated)
→ 3%[57.5 µM]	14%	?	0%	i	1%	7%	-1%	7%
> COC(=O)C1C(=O)C2=C(CC1C)NC(C)=C(C(=O)OC(C)C)C2c1ccc(C)o1 (configuration not stated)
→ i	27%	-5%	-15%	i	-1%	0%	5%	2%
> Cc1onc(-c2ccccc2)c1C(=O)N/N=C/c1c(F)cccc1Cl
→ -46%[inhibitor]	-9%	-25%	3%	i	0%	-1%	2%	6%
> CCOC(=O)C1=C(O)CSC1=Nc1ccc(Cl)cc1
→ -15%	?	4%	?	·	0%	·	-14%	9%
> Cc1cc(C)c(NS(=O)(=O)c2ccc3c(c2)CC(C)N3C(=O)C2CCC2)c(C)c1 (configuration not stated)
→ -15%	?	?	11µM*	·	·	·	2%	-13%
> CCOC(=O)C1=CCC2C(=O)N(C)C(=O)C12 (configuration not stated)
→ 16%	5%	11%	-4%	i	·	-24%	-23%	-22%
> Cc1ccc(S(=O)(=O)Nc2ccc(N(C)C)cc2)cc1
→ i	14%	11%	-31%[inhibitor]	i	0%	-4%	3%	4%
> CC(C)C(NC(=O)c1ccccc1F)C(=O)NCc1ccc(F)cc1 (configuration not stated)
→ i	-28%	-26%	-5%	i	-1%	4%	3%	-6%
> Cc1ccc(-n2c(SCC(=O)Nc3cccc(S(=O)(=O)NC4=NCCCCC4)c3)nc3ccccc3c2=O)cc1
→ i	25%	-5%	20%	i	-23%	1%	21%	-22%
> O=C(c1cn2ccccc2n1)N1CCc2c([nH]c3ccccc23)C1c1ccccn1 (configuration not stated)
→ -4%	14%	3%	-18%	i	0%	6%	1%	-9%
> CC(C)c1nc2oc3c(NCC4CCCO4)ncnc3c2c2c1COC(C)(C)C2 (configuration not stated)
→ i	·	41%[activator]	16%	i	0%	-3%	-2%	-5%
> CCS(=O)(=O)N1CCCC(C(=O)NCCc2ccc(C)cc2)C1 (configuration not stated)
→ i	·	-14%	-16%	i	1%	-1%	8%	-6%
> O=S(=O)(c1cccc2nonc12)N1CCN(c2cccc(Cl)c2)CC1
→ -4%	-26%	-6%	15%	i	-2%	-8%	-9%	-22%
> O=C(Nc1cccc(Cl)c1)c1nc[nH]c1C(=O)NCCN(CCNC(=O)c1[nH]cnc1C(=O)Nc1cccc(Cl)c1)CCNC(=O)c1[nH]cnc1C(=O)Nc1cccc(Cl)c1
→ -24%	-13%	4%	24%	i	1%	2%	0%	-10%
> COc1cc(Cl)c(NS(=O)(=O)c2ccc3[nH]c(=O)ccc3c2)c(OC)c1
→ i	-10%	11%	0%	·	·	1%	1%	2%
> COc1ccc(NC(=S)N(CCC(C)C)C2CCN(C(C)C)CC2)cc1Cl
→ i	21%	?	-11%	i	?	?	-13%	?
> COc1cc(CNCc2ccco2)ccc1OCc1ccccc1
→ -8%	-7%	-6%	-14%	i	0%	0%	-11%	11%
> CCOC(=O)C1CCN(C(=O)CN(c2ccc(Oc3ccccc3)cc2)S(C)(=O)=O)CC1
→ -9%	11%	-24%	0%	i	2%	1%	6%	-17%
> O=C(Nc1ccc(N2CCCC2)cc1)C(c1ccccc1)c1ccccc1
→ i	48%	-3%	10%	i	-3%	0%	-15%	-6%
> COCC1CCCC1OS(N)(=O)=O (configuration not stated)
→ -17%	-26%	-1%	11%	i	-2%	-1%	-10%	5%
> O=C(O)c1ccc(OCC(O)Cn2c3ccccc3c3ccccc32)cc1 (configuration not stated)
→ -11%	10%	34%[activator]	17%	i	1%	15%	-35%[inhibitor]	5%
> Cc1ccccc1C(=O)NNC(=O)c1ccncc1
→ -3%	20%	1%	5%	i	-2%	-1%	8%	-2%
> O=C(C(=O)N1CCN(c2ccccc2)CC1)c1cn(CC(=O)N2CCCCCC2)c2ccccc12
→ -68%[inhibitor]	?	-12%	-10%	i	-5%	0%	-8%	-9%
> Cc1cc(Cl)ccc1NNC(=O)c1snnc1C
→ -35%[inhibitor]	-4%	2µM*	?	i	5%	1%	22%	?
> CCCC(CCC)C(=O)Nc1cccc(-c2nc3cccnc3s2)c1C
→ ?	-11%	8%	0%	·	·	·	-2%	2%
> O=C1CN(C(=O)N[C@@H](Cc2ccccc2)C(=O)N[C@H](C(=O)O)c2ccccc2)c2ccccc2N1
→ i	3%	-15%	-4%	i	0%	0%	11%	-5%
> COC(=O)c1ccc(NC(=O)CSc2nc3ncccc3[nH]2)cc1
→ -7%	1%	19%	-2%	i	-1%	-3%	3%	2%
> CCOc1ccc(CNC(=O)c2cc3cc(S(=O)(=O)N4CCCCC4)ccc3n2C)cc1
→ -76%[inhibitor]	?	-29%	18%	·	·	·	7%	-10%
> CS(=O)(=O)N(CC(=O)NCc1ccccn1)Cc1ccc(Cl)cc1
→ -1%	-11%	3%	-1%	i	1%	-6%	8%	8%
> Cc1ccc(N(C(=O)CNC(=O)c2ccco2)C(C(=O)NC2CCCC2)c2cccnc2)cc1C (configuration not stated)
→ -1%[57.5 µM]	6%	31%[activator]	-9%	i	0%	2%	7%	-10%
> Cc1cc(C)n2nc(C(=O)Nc3ccc4c(c3)OCO4)cc2n1
→ -18%[57.5 µM]	19%	0%	2%	i	3%	2%	-8%	-7%
> Cn1ncc([N+](=O)[O-])c1C(=O)N1CCOCC1
→ i	19%	0%	4%	i	0%	-9%	3%	1%
> O=C1COc2ccc(C(=O)CSc3nnc(Cc4ccccc4)o3)cc2N1
→ -1%	-2%	-3%	-14%	i	-6%	-7%	8%	6%
> COc1ccc(/C=N/NC(=O)CNC(=O)c2ccncc2)cc1OC
→ -11%	15%	21%	-8%	i	0%	-1%	5%	-1%
> Cc1nc(C(F)(F)F)ccc1C(=O)N1CCCCCC1(C)C(=O)NCC(C)C (configuration not stated)
→ 7%	15%	-28%	-15%	i	·	4%	-16%	1%
> CCCCN(c1nc2ccccc2nc1Cl)S(=O)(=O)c1ccc(C)cc1
→ -25%	3%	10µM*	-13%	i	-1%	6%	11%	0%

# High-throughput results: PubChem, National Center for Advancing Translational Sciences (NCATS)
